Apaf1 inhib: human Apaf-1 inhibition; reconstituted apoptosome caspase-3 activity, DEVD-Rh110 fluorescence; inhibition, % at 20 µM; 330,000 compounds, 0.71% hits; active means inhibition of at least 40% at 20 µM;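 further: plate controls were DMSO wells for no effect and DEVD-CHO caspase inhibitor wells for full effect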
Target sequence (O14727 whole entry, looked up): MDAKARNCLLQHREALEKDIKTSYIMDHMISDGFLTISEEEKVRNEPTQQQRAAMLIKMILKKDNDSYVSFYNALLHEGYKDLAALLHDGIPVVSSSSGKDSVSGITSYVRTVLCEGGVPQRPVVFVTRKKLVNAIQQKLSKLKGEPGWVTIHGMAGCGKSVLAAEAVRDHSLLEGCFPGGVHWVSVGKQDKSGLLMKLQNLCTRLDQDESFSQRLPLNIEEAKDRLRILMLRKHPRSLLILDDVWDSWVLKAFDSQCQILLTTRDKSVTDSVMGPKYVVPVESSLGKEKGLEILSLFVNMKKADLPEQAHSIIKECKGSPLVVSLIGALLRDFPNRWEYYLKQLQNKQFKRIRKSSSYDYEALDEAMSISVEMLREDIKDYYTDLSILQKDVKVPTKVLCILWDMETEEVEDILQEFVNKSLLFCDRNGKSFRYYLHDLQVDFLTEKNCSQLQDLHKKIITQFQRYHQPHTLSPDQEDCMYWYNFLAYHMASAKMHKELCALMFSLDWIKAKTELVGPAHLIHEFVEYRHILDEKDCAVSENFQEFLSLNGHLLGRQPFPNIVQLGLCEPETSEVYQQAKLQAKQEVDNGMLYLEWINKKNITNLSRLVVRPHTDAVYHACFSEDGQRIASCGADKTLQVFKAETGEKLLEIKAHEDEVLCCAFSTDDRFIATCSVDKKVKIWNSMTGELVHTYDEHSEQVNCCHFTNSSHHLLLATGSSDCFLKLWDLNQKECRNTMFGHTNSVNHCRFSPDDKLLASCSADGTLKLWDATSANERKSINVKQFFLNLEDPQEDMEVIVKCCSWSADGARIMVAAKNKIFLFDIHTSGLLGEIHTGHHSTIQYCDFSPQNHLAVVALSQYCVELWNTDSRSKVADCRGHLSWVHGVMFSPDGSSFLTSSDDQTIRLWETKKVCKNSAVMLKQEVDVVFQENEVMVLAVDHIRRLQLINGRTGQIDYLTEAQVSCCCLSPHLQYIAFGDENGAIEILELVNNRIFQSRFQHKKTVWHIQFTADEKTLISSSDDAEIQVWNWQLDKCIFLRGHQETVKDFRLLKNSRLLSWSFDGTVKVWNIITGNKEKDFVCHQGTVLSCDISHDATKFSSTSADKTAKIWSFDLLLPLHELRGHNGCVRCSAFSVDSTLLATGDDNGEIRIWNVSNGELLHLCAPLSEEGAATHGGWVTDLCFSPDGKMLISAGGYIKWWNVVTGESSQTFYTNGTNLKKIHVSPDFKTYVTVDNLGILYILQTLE
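Material: reconstituted apoptosome with Apaf-1, cytochrome c, caspase-9, procaspase-3, dATP; medium: pH 7.5 Hepes buffer with CHAPS, BSA, DTT; also added: cytochrome c and DEVD-Rh110 substrate; timing: 30 min plus 50 min, RT; signal: Rh110 fluorescence intensity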
SENP7 inh: blocks the human protease SENP7. Q9BQF6. recombinant SENP7, Z-RLRGG-aminoluciferin luminescence, 40 min. inhibition, % at 5 µM. 330,000 compounds, 1.5% hits. AID 434973;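 active means inhibition above about 50% at the single test dose, limit read from the data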;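 further: plate controls were DMSO with enzyme for no effect and no enzyme buffer wells for full effect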
Gli-Sufu antag: Gli-Sufu pathway antagonism; Sufu-KO-LIGHT fibroblasts, Gli luciferase reporter luminescence; inhibition, % at 5 µM; 340,000 compounds, 0.74% hits;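 active means inhibition above about 55%, limit read from the data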;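 further: 0% = DMSO-treated cells and 100% = wells with medium but no cells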
Jurkat NFkB inh: inhibitors of the PMA/ionomycin-induced NF-kB reporter in Jurkat cells; PMA/ionomycin-induced NF-kB luciferase reporter, luminescence; AID 435003; inhibition, % at 4 µM; 330,000 compounds, 0.53% hits
HKDC1 inh: HKDC1 (human) hexokinase inhibition. inhibition, % at 20 µM. 340,000 compounds, 0.16% hits. recombinant HKDC1, G6PDH/diaphorase resazurin coupled fluorescence;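 active means inhibition above about 35% when tested at 20 µM, limit read from the data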;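 further: plate controls were DMSO wells with enzyme for no effect and DMSO wells lacking enzyme for full effect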
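Material: recombinant HKDC1 hexokinase; Amount: HKDC1 at 5 µg/mL; Medium: Tris pH 8.0 buffer with MgCl2, Tween-20, BSA, BME; Schedule: 90 min reaction incubation at room temperature, dark; Technique: coupled resazurin fluorescence, excitation 525 nm, emission 613 nm.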
697 NFkB inh: inhibitors of the PMA/ionomycin-induced NF-kB reporter in 697 B cells; 697 B-cell NF-kB luciferase reporter, 16 h; inhibition, % at 4 µM; 330,000 compounds, 0.33% hits; in the data active means inhibition above about 35%
SENP8 block: inhibitors of human SENP8 protease; Q96LD8; purified SENP8, Z-RLRGG-aminoluciferin cleavage, luminescence; inhibition, % at 10 µM; 330,000 compounds, 1.2% hits
UBC13 inh: blocks human UBC13 polyubiquitin chain formation. P61088. TR-FRET. inhibition, % at 20 µM. 330,000 compounds, 0.47% hits. AID 485273; in the data active means inhibition above about 45%, passing the limit was not always enough
The depositor's hits bear a star; / = no result given. Unless noted, no stated cut-off is given here; in the data, active means inhibition above about 50%; inactive means the rest.

SMILES	Apaf1 inhib	SENP7 inh	Gli-Sufu antag	Jurkat NFkB inh	HKDC1 inh	697 NFkB inh	SENP8 block	UBC13 inh
COc1ccc([N+](=O)[O-])cc1NC(=O)C(C)c1ccccc1 (centres undefined)	0	-1	-1	4	-9	15	-8	-1
COc1ccc(CN(C)C(=O)c2cc(S(=O)(=O)NCc3ccccc3)ccc2C)c(OC)c1	61*	2	-5	7	-5	-13	1	33
O=C1COc2ccc(C(=O)COC(=O)CNS(=O)(=O)c3cccc(F)c3)cc2N1	-11	2	-9	0	-4	14	5	-2
Cc1cccc(C(=O)Nc2sc3c(c2C#N)CCCCC3)c1	13	77*	3	-169	-8	-195	33	12
O=C(CNC(=O)c1cccs1)N/N=C/c1c(F)cccc1Cl	-5	7	-17	-9	-4	-30	-7	-3
CCOC(=O)c1ccc(N2C(=O)CC(N3CCCC(C)C3)C2=O)cc1 (centres undefined)	-12	-3	0	5	2	-2	-4	9
OC(CNCc1ccc(-c2ccccc2)cc1)c1ccccc1 (centres undefined)	31	-11	-3	39	-3	17	-18	7
CS(=O)(=O)c1ccc(-n2c(=O)n(Cc3ccccc3)c(=O)c3[nH]cnc32)cc1	1	-3	4	-15	-4	6	6	2
Nc1ccccc1C(=O)NNc1ncc(C(F)(F)F)cc1Cl	8	-3	-23	-16	3	-2	-11	-24
CCOc1ccc(NC(=S)N2CCC(C(N)=O)CC2)cc1	-10	-5	1	5	-7	22	-5	2
O=C(CNC(=O)c1cccs1)OCC(=O)c1cccs1	-5	5	-3	7	1	4	-2	10
COc1ccccc1C(=O)NCCC(=O)NCC1COc2ccccc2O1 (centres undefined)	12	-4	5	2	-4	4	-14	-1
Cn1c(SCC(=O)NC2CC2)nnc1-c1ccccc1	-5	3	-6	10	6	15	7	-1
COc1ccccc1CNC(=O)C1CC(=O)N(C2CCCC2)C1 (centres undefined)	-27	3	3	0	-9	-7	8	-9
CC(=O)Nc1ccc(S(=O)(=O)NCC(=O)NC(C)c2ccc(S(N)(=O)=O)cc2)cc1 (centres undefined)	-23	3	-5	-6	2	16	1	3
COc1cc(CNc2nnnn2C)ccc1OCc1ccc(F)cc1Cl	-12	10	-8	8	1	5	2	-3
CC(C)n1cc(C(=O)N2CCCC(N3CCN(c4cccc(Cl)c4)CC3)C2)cn1 (centres undefined)	-13	-3	10	-1	-4	9	-15	9
O=C(Nc1ccnn1C1CCN(C2CCCCC2)CC1)c1cccc(F)c1	5	-9	/	0	-5	-14	-7	1
CC(C)C(NC(=O)c1ccccc1NC(=O)c1ccccc1)C(=O)NCCCn1ccnc1 (centres undefined)	2	-4	-6	1	-2	0	7	1
Fc1ccc(N2CCN(Cc3nnc(-c4ccccc4)o3)CC2)cc1	16	3	-4	6	10	-15	0	-13
COCCn1c(SCC(=O)Nc2cc(C)nn2-c2ccccc2)nnc1-c1ccncc1	-6	-4	-20	4	-1	4	-16	-6
Cc1onc(-c2ccccc2)c1C(=O)N/N=C/c1cccs1	-21	-1	1	-5	0	7	1	-13
NC(=O)c1cc(S(=O)(=O)N2CCOCC2)ccc1N1CCCC1	0	-1	7	12	-7	-2	1	2
CCC(C)(C)NC(=O)C1c2ccccc2Oc2ccccc21	13	3	6	1	-9	6	-1	-2
CSc1nc(N)n(-c2cc(C(F)(F)F)ccn2)n1	-11	-6	0	-2	-3	-9	-2	-1
COc1ccc(N2CCN(CCNC(=O)c3ccc4nc5ccccc5c(=O)n4c3)CC2)cc1	17	6	6	-14	5	-9	-1	4
C[N+]1(CCNC(=O)/C=N/O)CCCCC1	1	5	-3	7	-3	-3	-6	-11
O=C(CSc1nc(-c2ccccc2)nc2c1Cc1ccccc1O2)Nc1ccccc1	-5	-6	/	12	/	-4	5	-12
Cc1nn(Cc2ccccc2)c(C)c1C(=O)Nc1ccc(N2CCOCC2)cc1	9	5	3	-10	-4	-2	-1	1
O=C(COc1ccccc1)Nc1ccncc1	4	6	6	9	2	20	-2	8

Arranged by molar mass (smallest number first): part of the list above.
SMILES	Apaf1 inhib	SENP7 inh	Gli-Sufu antag	Jurkat NFkB inh	HKDC1 inh	697 NFkB inh	SENP8 block	UBC13 inh
CSc1nc(N)n(-c2cc(C(F)(F)F)ccn2)n1	-11	-6	0	-2	-3	-9	-2	-1
Fc1ccc(N2CCN(Cc3nnc(-c4ccccc4)o3)CC2)cc1	16	3	-4	6	10	-15	0	-13
O=C(CSc1nc(-c2ccccc2)nc2c1Cc1ccccc1O2)Nc1ccccc1	-5	-6	/	12	/	-4	5	-12

(more compounds)
SMILES	Apaf1 inhib	SENP7 inh	Gli-Sufu antag	Jurkat NFkB inh	HKDC1 inh	697 NFkB inh	SENP8 block	UBC13 inh
O=C(NC1CC1)C1=C[C@@H](c2ccccc2)C[C@@H](OCc2ccc(CO)cc2)O1	15	0	1	3	0	-35	-6	-6
Cc1ccc(Cl)cc1N1CCN(C(=O)Cc2c(C(=O)O)[nH]c3ccc(Cl)cc23)CC1	12	-3	-10	-2	7	0	3	-18
[O-][n+]1ccccc1SC/C=C/c1ccccc1	-13	6	-15	-24	11	-3	-2	-2
COc1ccc(NC(=O)CCNC(=O)c2ccc([N+](=O)[O-])cc2)cc1S(=O)(=O)N1CCOCC1	-8	5	-2	13	2	12	-4	-5
CCN(CC(=O)NCc1ccc(Cl)cc1)C(=O)NCc1ccc(Cl)cc1	6	-5	17	8	-4	-6	-4	-2
CCOC(=O)c1ccc(NC(=O)CCCN2C(=O)NC3(CCCC3)C2=O)cc1	-5	0	-9	-3	-10	-10	-2	4
CC(C)(C)C(=O)NC(Nc1cccc2cccnc12)C(Cl)(Cl)Cl (centres undefined)	16	3	-1	12	18	-4	3	-10
C(=N\n1cnnc1)/C1CCCCC1	-4	-13	3	-24	-6	3	-8	-8
C=CCn1c(SCC(=C)C)nc2c1c(=O)[nH]c(=O)n2C	9	-4	2	-1	3	-6	3	-1
CCN=C1NN=C(c2c[nH]c3ccccc23)CS1	-2	-4	-39	-79	1	-81	0	8
CC1CN(CCCOc2ccc([N+](=O)[O-])cc2)CC(C)O1 (centres undefined)	-1	1	0	-1	-5	19	2	0
Cc1cc(Nc2cc(Cl)cc(Cl)c2)nc(N)n1	5	-1	18	10	-4	-6	-13	14
O=C(O)CN1C(=O)/C(=C/c2ccc(N3CCCCC3)o2)SC1=S	2	-14	7	-10	2	19	-13	-16
CCCCC1CC1C(=O)Nc1ncc2c(n1)CC(C)(C)CC2=O (centres undefined)	-5	-1	-1	3	-9	11	-4	10
COc1cccc(Nc2nc(N)c([N+](=O)[O-])c(N3CCOCC3)n2)c1	11	-13	-4	-16	2	-8	-16	-6

Reprinted at random: two entries already listed, in no set order.
SMILES	Apaf1 inhib	SENP7 inh	Gli-Sufu antag	Jurkat NFkB inh	HKDC1 inh	697 NFkB inh	SENP8 block	UBC13 inh
CC(=O)Nc1ccc(S(=O)(=O)NCC(=O)NC(C)c2ccc(S(N)(=O)=O)cc2)cc1 (centres undefined)	-23	3	-5	-6	2	16	1	3
CCN=C1NN=C(c2c[nH]c3ccccc23)CS1	-2	-4	-39	-79	1	-81	0	8

More results follow:
SMILES	Apaf1 inhib	SENP7 inh	Gli-Sufu antag	Jurkat NFkB inh	HKDC1 inh	697 NFkB inh	SENP8 block	UBC13 inh
O=C(CN1C(=O)COc2ccccc21)NCCCN1CCOCC1	6	-2	13	-8	-2	-6	-7	0
O=C(Nc1nccs1)C1C2/C=C\CCCCC21 (centres undefined)	-7	-1	-1	-6	-3	-3	3	4
CN1CCN(S(=O)(=O)c2ccc(Nc3cccc(Cl)c3)c([N+](=O)[O-])c2)CC1	-16	-4	0	-3	-1	8	4	-4
O=c1c2nnn(-c3ccc(Br)cc3)c2ncn1Cc1ccccn1	14	9	-4	-13	-8	1	4	-16
O=C(Nc1ccc(Cl)c(C(F)(F)F)c1)NC1CC2CCCC(C1)N2Cc1ccccc1 (centres undefined)	22	6	37	-4	0	-13	-5	46*
O=C(Nc1cccnc1)c1noc2c1CCCCC2	5	27	15	-81	-6	-75	-1	-2
COc1ccc(-c2cc(C)no2)cc1S(=O)(=O)NCCCN(C)Cc1ccccc1	3	-6	22	25	-5	3	10	8
COc1cc(C(CC(=O)Nc2cccc(C)n2)N2Cc3ccccc3C2=O)cc(OC)c1OC (centres undefined)	7	-2	16	-5	-3	-17	-3	-4
COCCNC(=O)c1ccc(CN2CCOCC2)cc1	-17	-9	-1	6	-6	16	-4	3
N#C/C(=C\c1ccc(N2CCOCC2)o1)C(=O)NC1CCCCC1	-10	10	-9	-30	6	4	1	-122
CCn1c(SCC(=O)N/N=C\c2ccccc2OCC(=O)O)nnc1-c1ccc(Cl)cc1	-12	6	2	0	14	-2	3	1
O=C(Nc1cccc(Cl)c1)c1cncn1-c1ccc(F)cc1	12	-5	-51	0	3	-22	-3	3
COc1ccc2c(c1)CCc1cn3ncc(C#N)c3nc1-2	-24	3	-5	0	5	1	-4	17
CC(NC(=O)Cc1ccccc1)c1nc2ccccc2[nH]1 (centres undefined)	1	-5	-3	17	-6	2	1	7
CCCN(CC(=O)Nc1ccc(F)c(F)c1F)C(=O)c1ccc(=O)n(Cc2ccccc2)n1	10	1	8	-3	-2	10	-8	-9
CN(C)CCN(CC1CCCN(Cc2ccccc2F)C1)C(=O)c1ccc(F)cc1 (centres undefined)	7	7	21	-8	-5	8	-6	-2
Cc1noc(C)c1NC(=O)Nc1ccc2c(c1)C(=O)N([C@H](C)CO)C[C@H](C)[C@@H](CN(C)S(=O)(=O)c1c(C)noc1C)O2	16	-8	25	-2	-5	5	-12	-7
CC(=O)NC1C(=O)N=C(SCC(=O)Nc2c(C)cccc2C)NC1=O (centres undefined)	-7	-4	2	0	-7	6	-8	-4
COc1cc(=O)[nH]c(SC(C)C(=O)Nc2cccc3ccccc23)n1 (centres undefined)	4	-10	-9	5	8	10	3	4
O=[N+]([O-])c1ccccc1N(CC1CO1)S(=O)(=O)c1ccccc1 (centres undefined)	-1	-2	1	10	7	17	3	5
Cc1ccccc1OCC(=O)Nc1cccc(S(=O)(=O)NC2=NCCCCC2)c1	-1	-3	3	-4	-2	25	16	-6
Cn1ncc(C#N)c1NC(=O)C1CC(c2ccc(Cl)cc2)=NO1 (centres undefined)	8	0	-4	-9	5	-24	-9	-14
Cc1nn(C(=O)N(C)C)c(C)c1CN1C(=O)c2ccccc2C1=O	-5	-13	-3	4	-5	9	-5	6
CC1CCCCN1C(=O)C(Cc1ccccc1)N1C(=O)C2CCCCC2C1=O (centres undefined)	-1	8	2	-13	10	10	-3	6
COc1ccc([N+](=O)[O-])cc1N(CC(=O)N(C)C)S(C)(=O)=O	1	-1	-3	3	-12	15	3	-3
Cc1ccccc1C(=O)N1CCc2cc(-c3nc(NC(=O)Cc4ccc5c(c4)OCO5)sc3C)ccc21	2	-5	-3	29	2	-13	-4	-6
COc1ccc(CCN(CC(=O)NC(C)(C)C)C(=O)Cn2nnc(-c3ccc(C)o3)n2)cc1OC	-1	4	-7	7	12	8	5	1
O=C(COC(=O)c1ccccc1)NC1CCCC1	6	8	14	-20	-4	-9	-5	5
Cc1nc2ccc(NC(=O)Cc3c(F)cccc3Cl)cc2s1	13	2	-66	-80	-1	-71	-16	-9
CCOC(=O)c1c(NC(=O)c2c(C)noc2C)sc2c1CCCCC2	13	8	-5	3	5	20	-1	15
COc1ccc(CNCCCSc2ncccn2)c(OC)c1	3	1	16	2	1	6	-1	13
O=C1CCCc2nc3c(cc21)C(O)Oc1c-3ccc2ccccc12 (centres undefined)	-6	0	-77	-156	-3	-208	-8	-10

Some of the entries above in a different format:
Order of results – Apaf1 inhib | SENP7 inh | Gli-Sufu antag | Jurkat NFkB inh | HKDC1 inh | 697 NFkB inh | SENP8 block | UBC13 inh
> Cc1ccccc1C(=O)N1CCc2cc(-c3nc(NC(=O)Cc4ccc5c(c4)OCO5)sc3C)ccc21
    2 | -5 | -3 | 29 | 2 | -13 | -4 | -6
> O=C1CCCc2nc3c(cc21)C(O)Oc1c-3ccc2ccccc12 (centres undefined)
    -6 | 0 | -77 | -156 | -3 | -208 | -8 | -10
> O=C(COC(=O)c1ccccc1)NC1CCCC1
    6 | 8 | 14 | -20 | -4 | -9 | -5 | 5
> COc1cc(=O)[nH]c(SC(C)C(=O)Nc2cccc3ccccc23)n1 (centres undefined)
    4 | -10 | -9 | 5 | 8 | 10 | 3 | 4
